BioA inh: M. tuberculosis BioA enzyme inhibitors, primary screen, biochemical, plate reader, single point, HTS | 7,8-diaminopelargonic acid synthase BioA (Mycobacterium tuberculosis) | purified M. tuberculosis BioA enzyme | inhibition, % at 9.99 µM | 0.096% of 360,000 active | AID 602481, 2012; in the data active means inhibition above about 40%; inconclusive means no clear call, values can overlap the other calls
TcdB GH inh: TcdB glycohydrolase inhibitors, primary screen, biochemical, single point, plate reader | Toxin B (Clostridioides difficile), P18177 | 0.24% of 350,000 active | TcdB glycohydrolase enzymatic assay | inhibition, % at 9.99 µM; in the data active means inhibition above about 10%
GDH-TPI inh: GDH-TPI coupling enzyme inhibitors, primary screen, artefact control for M. tuberculosis FBA inhibitor project, biochemical, absorbance, full deck | 1.2% of 360,000 active | GDH-TPI coupled enzyme counterscreen, NADH absorbance | AID 588335, 2011 | inhibition, % at 4.8 µM; in the data active means inhibition above about 30%;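 further: 0% = DMSO wells and 100% = wells lacking the enzyme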
Y pestis TopoI: Yersinia pestis topoisomerase I inhibitors, primary screen, biochemical, cleavage product accumulation, plate reader, single point; DNA topoisomerase I (Yersinia pestis CO92); activity, % at 10 µM; AID 504884, 2011; 0.064% of 360,000 active; Y. pestis Topo-I cleavage product accumulation; in the data active means activity above about 50%, passing the limit was not always enough; inconclusive means no clear call, values can overlap the other calls; further: inactives centre near 2
PfHsp40 rescue: rescue of yeast from PfHsp40 toxicity, primary screen, S. cerevisiae, ATP luminescence; S. cerevisiae expressing PfHsp40, growth rescue; growth rescue, % at 12.5 µM; 0.68% of 340,000 active; in the data active means growth rescue above about 28%, passing the limit was not always enough; inconclusive means no clear call, values can overlap the other calls;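 further: yeast W303a lacking pdr1 and pdr3 grown in galactose medium; growth measured after three days at 30 °C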
FadD28 FP inh: inhibitors of FadD28 bisubstrate probe binding, primary screen, biochemical, fluorescence polarization, single point. Mycobacterium tuberculosis FadD28 fatty-acid-AMP ligase. inhibition, % at 12.5 µM. 0.22% of 360,000 active. AID 588549, 2011; in the data active means inhibition above about 8.5%, passing the limit was not always enough; inconclusive means no clear call, values can overlap the other calls
FBA Mtb inh: Mtb FBA enzyme inhibitors, primary screen, biochemical, fluorescence, strain H37Rv. inhibition, % at 1 µM. Fructose-bisphosphate aldolase (Mycobacterium tuberculosis (strain ATCC 25618 / H37Rv)), …. 2.3% of 360,000 active. purified M. tuberculosis FBA, fluorescence read-out; in the data active means inhibition above about 27%;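 further: 0% = vehicle and 100% = reference inhibitor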
Target sequence (P9WQA3 whole entry, looked up): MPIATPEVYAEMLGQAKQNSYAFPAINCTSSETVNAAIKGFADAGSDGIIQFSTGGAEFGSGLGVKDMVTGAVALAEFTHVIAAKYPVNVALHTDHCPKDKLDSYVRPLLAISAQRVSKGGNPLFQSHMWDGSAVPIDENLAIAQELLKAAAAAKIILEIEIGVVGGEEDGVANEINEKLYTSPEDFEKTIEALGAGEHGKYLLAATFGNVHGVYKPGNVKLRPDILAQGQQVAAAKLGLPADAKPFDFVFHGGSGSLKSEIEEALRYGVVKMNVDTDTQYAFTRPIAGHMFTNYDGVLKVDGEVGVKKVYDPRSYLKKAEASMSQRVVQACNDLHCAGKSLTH
Vc quorum ag: inducers of Vibrio cholerae quorum light production without autoinducers, primary screen, BH1578 luxS cqsA deficient, single point; 0.16% of 350,000 active; activation, % at 18.7 µM; V. cholerae BH1578 lux reporter, luminescence, 6 h; in the data active means activation mostly above about 9.7%, no sharp cut-off; inconclusive means no clear call, values can overlap the other calls; inactive means mostly below about 3.7%; further: not every result past the cut was called active; inactives centre near 0; reference of the scale not given here
UGM FP inh: M. tuberculosis UGM enzyme inhibitors, primary screen, biochemical, fluorescence polarization, single point | UDP-galactopyranose mutase (Mycobacterium tuberculosis (strain ATCC 25618 / H37Rv)), … | purified UGM, fluorescence polarization probe displacement | inhibition, % at 10 µM | 0.06% of 320,000 active; in the data active means inhibition above about 10%, passing the limit was not always enough; inconclusive means no clear call, values can overlap the other calls
Target sequence (P9WIQ1 whole entry, looked up): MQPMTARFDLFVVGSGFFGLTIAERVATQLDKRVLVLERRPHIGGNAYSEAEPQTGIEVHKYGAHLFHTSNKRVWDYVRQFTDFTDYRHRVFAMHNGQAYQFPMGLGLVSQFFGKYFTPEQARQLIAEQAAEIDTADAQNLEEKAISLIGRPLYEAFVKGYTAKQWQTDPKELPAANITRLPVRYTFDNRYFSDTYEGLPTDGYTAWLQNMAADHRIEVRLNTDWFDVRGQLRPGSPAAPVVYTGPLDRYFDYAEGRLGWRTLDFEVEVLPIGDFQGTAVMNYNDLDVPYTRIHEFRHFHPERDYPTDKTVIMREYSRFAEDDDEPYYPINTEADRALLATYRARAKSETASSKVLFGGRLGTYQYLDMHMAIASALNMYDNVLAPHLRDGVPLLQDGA
* marks the source's active call; other numbers are inactive results; & = joins results of further samples.

What do the screens show for `CCOC(=O)COc1cnc2ccccc2n1`?
TcdB GH inh: 0.6; GDH-TPI inh: 5.0; Y pestis TopoI: -3.7; PfHsp40 rescue: 1.2; FadD28 FP inh: -4.3; FBA Mtb inh: 1.9; Vc quorum ag: -0.4; UGM FP inh: -1.4

Results for Cn1c(C(=O)NCC2CCCO2)cc2oc3ccccc3c21 (centres undefined) ?
BioA inh: 0.2; GDH-TPI inh: 13.4; Y pestis TopoI: 5.7; PfHsp40 rescue: 2.5; FadD28 FP inh: 0.9; FBA Mtb inh: 4.4; Vc quorum ag: -10.9; UGM FP inh: -0.6

What do the screens show for `Cc1ccc(S(=O)(=O)NC(=O)Nc2ncc3c(n2)CC(c2ccco2)CC3=O)cc1` (centres undefined)?
TcdB GH inh: 0.2; GDH-TPI inh: -2.6; Y pestis TopoI: -3.7; PfHsp40 rescue: 0.1; FadD28 FP inh: -3.0; FBA Mtb inh: 2.0; Vc quorum ag: inactive; UGM FP inh: -0.6

How did COc1ccc(NC(=O)CSC2=NN3CCCC(=O)N=C3S2)c(OC)c1 do in these assays?
BioA inh: -1.2; TcdB GH inh: 2.9; GDH-TPI inh: 5.1; Y pestis TopoI: -0.7; PfHsp40 rescue: -1.4; FadD28 FP inh: -2.7; FBA Mtb inh: -0.7; Vc quorum ag: -0.1; UGM FP inh: 0.0

What do the screens show for `CCc1nc(Nc2ccc(OC)c(OC)c2)c2nnn(Cc3ccccc3Cl)c2n1`?
BioA inh: 0.6; GDH-TPI inh: 2.3; Y pestis TopoI: 19.1; PfHsp40 rescue: 0.9; FadD28 FP inh: -0.1; FBA Mtb inh: 2.6; Vc quorum ag: inactive; UGM FP inh: -0.8

What do the screens show for `Cc1ccc(/C=C/C(=O)Nc2nn[nH]n2)o1`?
TcdB GH inh: 0.6; GDH-TPI inh: 16.2; Y pestis TopoI: 1.2; PfHsp40 rescue: -0.4; FadD28 FP inh: 0.7; FBA Mtb inh: 1.8; Vc quorum ag: -0.1; UGM FP inh: 3.3

How did c1ccc2nc(-c3nc4ccccc4o3)ccc2c1 do in these assays?
BioA inh: -1.3; GDH-TPI inh: 19.5; Y pestis TopoI: 12.5; PfHsp40 rescue: 0.7; FadD28 FP inh: -0.1; FBA Mtb inh: 69.2*; Vc quorum ag: -25.0; UGM FP inh: 0.7

What do the screens show for `CCOC(=O)C1(CCOc2ccccc2)CCN(Cc2cc(OC)ccc2OC)CC1`?
BioA inh: 0.7; TcdB GH inh: -2.5; GDH-TPI inh: 7.6; Y pestis TopoI: 7.7; PfHsp40 rescue: 0.1; FadD28 FP inh: -4.7; FBA Mtb inh: -3.4; Vc quorum ag: -0.2; UGM FP inh: -0.7

What do the screens show for `COc1ccccc1NC(=O)CN1CCN(CC(=O)Nc2ccc(S(N)(=O)=O)cc2)CC1`?
BioA inh: 1.5; TcdB GH inh: -1.8; GDH-TPI inh: 3.4; Y pestis TopoI: 6.7; PfHsp40 rescue: -2.6; FadD28 FP inh: -2.5; FBA Mtb inh: -1.4; Vc quorum ag: inactive; UGM FP inh: 0.8

What do the screens show for `CC(C)CSc1ccc(S(=O)(=O)NCC(=O)O)cc1[N+](=O)[O-]`?
TcdB GH inh: 1.7; GDH-TPI inh: -2.5; Y pestis TopoI: -12.7; PfHsp40 rescue: -1.3; FadD28 FP inh: -1.1; FBA Mtb inh: 7.3

Results for Cc1cc(=O)nc2c3ccccc3n(CC(=O)Nc3ccccc3Br)n12 ?
BioA inh: -1.4; TcdB GH inh: 0.7; GDH-TPI inh: 5.3; Y pestis TopoI: 5.5; PfHsp40 rescue: -1.0; FadD28 FP inh: -1.0; FBA Mtb inh: 4.5; Vc quorum ag: -0.5; UGM FP inh: 1.4

What do the screens show for `CC(=O)c1cnc2cc(C)nn2c1C`?
BioA inh: -2.0; GDH-TPI inh: 10.6; Y pestis TopoI: -4.4; PfHsp40 rescue: -0.4; FadD28 FP inh: -0.2; FBA Mtb inh: 0.8; Vc quorum ag: inactive; UGM FP inh: -2.4

Results for COC(=O)c1cc2sccc2n1CC(=O)Nc1ccc(OC)c(OC)c1OC ?
BioA inh: 4.3; GDH-TPI inh: 4.5; Y pestis TopoI: 4.6; PfHsp40 rescue: -0.2; FadD28 FP inh: -0.3; FBA Mtb inh: -0.8; Vc quorum ag: inactive; UGM FP inh: 1.8

What do the screens show for `O=C(NCCC1=CCCCC1)c1cc(S(=O)(=O)N2CCOCC2)ccc1F`?
TcdB GH inh: -0.5; GDH-TPI inh: 3.6; Y pestis TopoI: 6.8; PfHsp40 rescue: -0.1; FadD28 FP inh: 0.1; FBA Mtb inh: 4.2; Vc quorum ag: inactive; UGM FP inh: 0.2

What do the screens show for `Cc1cccc(OCCCC(=O)NCC(=O)Nc2cccc(C)c2C)c1`?
BioA inh: 1.0; TcdB GH inh: -0.3; GDH-TPI inh: 3.1; Y pestis TopoI: 25.1; PfHsp40 rescue: -0.3; FadD28 FP inh: -0.4; FBA Mtb inh: 6.3; Vc quorum ag: -0.2; UGM FP inh: -0.1

Results for CCO[C@@H]1OC(C(=O)NC2CC2)=C[C@H](c2coc3ccccc3c2=O)[C@H]1CCCO ?
BioA inh: -0.6; GDH-TPI inh: -0.8; Y pestis TopoI: -3.6; PfHsp40 rescue: -0.5; FadD28 FP inh: -2.8; FBA Mtb inh: 0.9; Vc quorum ag: -2.9; UGM FP inh: 1.6

What do the screens show for `C[C@H](CO)N1C[C@H](C)[C@@H](CN(C)C(=O)NC2CCCCC2)Oc2c(cccc2N(C)C)C1=O`?
BioA inh: -3.4&-1.4; TcdB GH inh: -1.2&1.3; GDH-TPI inh: 12.1; Y pestis TopoI: -8.5; PfHsp40 rescue: 3.5; FadD28 FP inh: 2.2; FBA Mtb inh: 2.2; Vc quorum ag: inactive; UGM FP inh: -0.1

Results for Oc1cc(O)c2c(c1)OC(c1ccc(O)c(O)c1)C(O)C2 (centres undefined) ?
BioA inh: 0.1; TcdB GH inh: 9.4; GDH-TPI inh: -10.1; Y pestis TopoI: -3.5; PfHsp40 rescue: -1.7; FadD28 FP inh: 0.0; FBA Mtb inh: 0.2; Vc quorum ag: 0.6; UGM FP inh: -1.0

Results for CCN1CCN(c2ccc(NC(=O)c3cccc(OCc4ccccc4)c3)cc2)CC1 ?
BioA inh: 1.1; GDH-TPI inh: 1.0; Y pestis TopoI: -8.0; PfHsp40 rescue: -2.0; FadD28 FP inh: -5.6; FBA Mtb inh: -2.0; Vc quorum ag: -0.2; UGM FP inh: 0.5

Results for CC(C)NC(=O)COC(=O)c1cccc(NS(=O)(=O)/C=C/c2ccccc2)c1 ?
TcdB GH inh: 0.6; GDH-TPI inh: 4.4; Y pestis TopoI: 2.4; PfHsp40 rescue: -0.1; FadD28 FP inh: -4.4; FBA Mtb inh: -1.6; Vc quorum ag: -0.2; UGM FP inh: -2.2

Taken from above, 2 compounds:
Results for CCN1CCN(c2ccc(NC(=O)c3cccc(OCc4ccccc4)c3)cc2)CC1 ?
BioA inh: 1.1; GDH-TPI inh: 1.0; Y pestis TopoI: -8.0; PfHsp40 rescue: -2.0; FadD28 FP inh: -5.6; FBA Mtb inh: -2.0; Vc quorum ag: -0.2; UGM FP inh: 0.5

Results for CC(C)NC(=O)COC(=O)c1cccc(NS(=O)(=O)/C=C/c2ccccc2)c1 ?
TcdB GH inh: 0.6; GDH-TPI inh: 4.4; Y pestis TopoI: 2.4; PfHsp40 rescue: -0.1; FadD28 FP inh: -4.4; FBA Mtb inh: -1.6; Vc quorum ag: -0.2; UGM FP inh: -2.2

The list goes on.
What do the screens show for `O=C(N/N=C/C=C/c1ccc(Br)cc1)C(O)c1ccccc1` (centres undefined)?
TcdB GH inh: 0.7; GDH-TPI inh: 23.9; Y pestis TopoI: 5.1; PfHsp40 rescue: -1.6; FadD28 FP inh: -0.7; FBA Mtb inh: -1.8; Vc quorum ag: -0.3; UGM FP inh: -0.3

How did COc1ccc(NC(=O)Cn2c(CCC(=O)O)ccc2-c2ccc(C)cc2)cc1 do in these assays?
BioA inh: 0.3; TcdB GH inh: 0.9; GDH-TPI inh: -1.2; Y pestis TopoI: 5.6; PfHsp40 rescue: 0.5; FadD28 FP inh: -4.7; FBA Mtb inh: 4.8; Vc quorum ag: inactive; UGM FP inh: -0.3

What do the screens show for `O=C(Nc1ccc(-c2nnn(CC(=O)N3CCN(C(=O)c4ccco4)CC3)n2)cc1)c1ccc(F)cc1`?
BioA inh: 0.0; TcdB GH inh: 0.9; GDH-TPI inh: 2.4; Y pestis TopoI: 13.6; PfHsp40 rescue: -1.0; FadD28 FP inh: -1.9; FBA Mtb inh: 1.7; Vc quorum ag: 0.0; UGM FP inh: -2.0

Results for CC(=O)c1c(-c2ccccc2)c2cc(Cl)ccc2n(C)c1=O ?
BioA inh: 1.4; TcdB GH inh: 1.9; GDH-TPI inh: 17.6; Y pestis TopoI: 10.2; PfHsp40 rescue: -2.2; FadD28 FP inh: -0.7; FBA Mtb inh: -2.0; Vc quorum ag: -0.2; UGM FP inh: -0.3

What do the screens show for `CC1CN(CC(O)COc2ccc(C(C)C)cc2)CC(C)O1` (centres undefined)?
BioA inh: 0.1; GDH-TPI inh: -5.0; Y pestis TopoI: 3.1; PfHsp40 rescue: 0.0; FadD28 FP inh: 0.4; FBA Mtb inh: 3.4; Vc quorum ag: inactive; UGM FP inh: 0.7

Results for N#C/C(=C\c1ccc(O)c(O)c1)C(=O)Nc1cccc2ncccc12 ?
BioA inh: -3.3; TcdB GH inh: -1.3; GDH-TPI inh: 5.4; Y pestis TopoI: -19.2; PfHsp40 rescue: -0.4; FadD28 FP inh: -1.4; FBA Mtb inh: 6.5; Vc quorum ag: inactive; UGM FP inh: -2.0

What do the screens show for `C=CCc1cc(OC)ccc1OCCOCCN1CCc2ccccc2C1`?
TcdB GH inh: 0.9; GDH-TPI inh: -2.5; Y pestis TopoI: inconclusive; PfHsp40 rescue: -0.4; FadD28 FP inh: -4.1; FBA Mtb inh: -2.1; Vc quorum ag: -0.5; UGM FP inh: 0.7

What do the screens show for `CCOc1ccccc1NC(=O)C(CC(C)C)NC(=O)C1CCCCC1` (centres undefined)?
BioA inh: -1.2; GDH-TPI inh: -4.2; Y pestis TopoI: 2.8; PfHsp40 rescue: -1.4; FadD28 FP inh: -4.9; FBA Mtb inh: -5.0; Vc quorum ag: inactive; UGM FP inh: -3.4

What do the screens show for `CCN(CC)S(=O)(=O)c1ccc2c(c1)nc(CCC(=O)OCC(=O)Nc1cc(Cl)cc(Cl)c1)n2C`?
BioA inh: -1.0; GDH-TPI inh: 2.5; Y pestis TopoI: 15.2; PfHsp40 rescue: 2.6; FadD28 FP inh: -2.4; FBA Mtb inh: 1.8; Vc quorum ag: inactive; UGM FP inh: 2.1

How did Cc1ccc(NC(=O)/C(=C\c2ccccc2)NC(=O)/C=C/c2ccccc2)cc1 do in these assays?
BioA inh: -2.2; GDH-TPI inh: -3.0; Y pestis TopoI: 4.9; PfHsp40 rescue: -1.0; FadD28 FP inh: -2.9; FBA Mtb inh: 3.6; Vc quorum ag: -0.5; UGM FP inh: -0.7

How did O=C(c1cccn(Cc2ccc(C(F)(F)F)cc2)c1=O)N1CCOCC1 do in these assays?
BioA inh: 5.0; TcdB GH inh: -0.3; GDH-TPI inh: 0.9; Y pestis TopoI: 9.3; PfHsp40 rescue: -0.7; FadD28 FP inh: -0.3; FBA Mtb inh: -1.7; Vc quorum ag: -0.2; UGM FP inh: -0.7

High-throughput results as filed in PubChem BioAssay.
